Screens from PubChem BioAssay.
ELG1 repair inh = blocks ELG1-dependent DNA repair in HEK293T cells. hit rate 2.3% among 330,000. Potency, µM (series often up to 46.1 µM), for inactives: at the highest dose activity change, negative = inhibition, actives largely listed as inhibitors. HEK293T ELG1-luciferase reporter, luminescence, 16 h; DNA damage induced by 5-fluorouridine; also: potency is read from the fitted curve at half-maximal effect; % is scaled to controls: 0 for no effect and ±100 for the full control effect; nearly all actives have a fitted effect of over 55% in size
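DMSO vehicle served as the neutral condition. Each well held 2,000 cells given 5-fluorouridine plus compound; after 16 hr at 37 °C/5% CO2, ONE-Glo was added and luciferase measured 30 min later.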
B2AR arrestin = recruits beta-arrestin to the human beta2-adrenergic receptor; Potency, µM (top dose mostly 46.1 µM), for the others: at the highest dose activation, most hits filed as activators; beta-arrestin recruitment to beta2AR, cell-based reporter; hit rate 0.02% among 330,000;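 also: potency is read from the fitted curve at half-maximal effect; 0% = DMSO controls and full agonism = EC100 isoproterenol or metaproterenol; nearly all actives have a fitted effect of over 65% in size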
Chronic BCR inh = inhibitors of chronic active B-cell receptor signaling; ABC-DLBCL IkBa-CBG/CBR reporter, luminescence ratio, 4 h; Potency, µM (titrated, usually from 46.1 µM), inactives show at the highest dose ratio change, negative = lower green/red ratio, usual class: inhibitors; hit rate 0.05% among 340,000; AID 493014; active = well fitted inhibition curve with a large enough effect in the signal ratio, with a control signal flat, not every such curve was filed as active; inconclusive = small, poorly fitted or top-dose-only effect, or effect the other way, or a change in a side signal; the % refers to the signal ratio;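 also: potency is read from the fitted curve at half-maximal effect; plate controls were basal doxycycline-induced cells for no effect and cells given 10 µM MG132 for full effect; MG132 reads +100%, hits lower the ratio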
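Concentration-response series (up to 46 uM) were applied to TMD8 dual-reporter cells for 4 h at 37C with doxycycline. Green/red ratio, after filter-overlap correction, defined %Activity; red signal alone was normalised to basal cells and zero luminescence.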
USP2a block = USP2a (human) protease inhibition; USP2 core, Ub-CHOP2 coupled fluorogenic reporter, 485/531; hit rate 0.01% among 330,000; O75604; Potency, µM (titrated, usually from 38.3 µM), for inactives: at the highest dose activity change, negative = inhibition, most hits filed as inhibitors;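 also: potency is read from the fitted curve at half-maximal effect; plate controls were DMSO wells for no effect and full inhibition by NEM control for full effect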
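Cell-free coupled assay: 10nM USP2 core preincubated 30min RT with compound in Tris-HCl pH 8.0/CaCl2/CHAPS buffer, then 25nM Ub-CHOP2 and 25nM reporter substrate; fluorescence (Ex 485/Em 531) read after 60min RT, normalized to NEM inhibition, concentration-response curves fitted.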
Eya2 inh = Eya2 (human) phosphatase inhibition; recombinant Eya2, OMFP fluorescence dephosphorylation (OMFP is methylfluorescein phosphate); hit rate 0.006% among 330,000; AID 488837; O00167; Potency, µM (series often up to 76.9 µM), for inactives: at the highest dose activity, negative = inhibition, actives largely listed as inhibitors; also: potency is read from the fitted curve at half-maximal effect; % is scaled to controls: 0 for no effect and ±100 for the full control effect
Target sequence (O00167 whole entry, looked up): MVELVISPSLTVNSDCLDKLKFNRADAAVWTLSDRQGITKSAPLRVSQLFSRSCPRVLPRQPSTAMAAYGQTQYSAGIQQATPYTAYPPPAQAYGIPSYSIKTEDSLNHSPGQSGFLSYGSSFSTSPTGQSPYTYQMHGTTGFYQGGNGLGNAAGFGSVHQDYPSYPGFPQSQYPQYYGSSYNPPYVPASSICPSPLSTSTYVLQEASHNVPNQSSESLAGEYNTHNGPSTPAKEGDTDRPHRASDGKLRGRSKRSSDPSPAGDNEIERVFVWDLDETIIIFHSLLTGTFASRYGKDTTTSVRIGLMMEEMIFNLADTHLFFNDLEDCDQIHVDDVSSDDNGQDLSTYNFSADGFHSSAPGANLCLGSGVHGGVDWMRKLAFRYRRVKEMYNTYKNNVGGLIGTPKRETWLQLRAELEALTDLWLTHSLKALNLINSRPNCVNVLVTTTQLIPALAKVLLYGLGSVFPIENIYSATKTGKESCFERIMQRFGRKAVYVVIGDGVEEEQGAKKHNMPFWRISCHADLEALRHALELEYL
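Eya2 (0.2 uM) preincubated 10 min at ambient with compound, then OMFP substrate added at 50 uM; 10 min reaction in 50 mM HEPES pH 7.5, 50 mM NaCl, 5 uM MgCl2, 0.05% BSA, 1 mM DTT. Fluorescence read at Ex 485/Em 525 nm.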
Tb PFK inh = blocks T. brucei phosphofructokinase; O15648; Potency, µM (series often up to 57.5 µM), without a hit: top-dose activity, negative = inhibition, hits mostly inhibitors; hit rate 0.17% among 330,000; AID 485367; T. brucei PFK, ADP-Glo luminescence;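 also: potency is read from the fitted curve at half-maximal effect; 0% = uninhibited 1x PFK enzyme wells and -100% = no-enzyme wells; nearly all actives have a fitted effect of over 60% in size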
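Compounds were pin-transferred as a titration series up to 57 uM into substrate buffer (0.5 mM F6P, 0.1 mM ATP, pH 8.0), then 1.25 nM PFK was added and reactions ran 45 min before ADP-Glo detection.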
Mito fusion act = mitochondrial division inhibition or fusion activation | S. cerevisiae fusion-defective mutant growth rescue, CellTiterGlo 48 h | Potency, µM (top dose mostly 46.1 µM), for the others: at the top dose growth rescue (activation), hits mostly activators | hit rate 0.23% among 320,000 | AID 485298;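 also: potency is read from the fitted curve at half-maximal effect; % of control where 0% means no effect; nearly all actives have a fitted effect of over 45% in size; temperature-sensitive fusion mutants such as fzo1-1 at 37 °C on non-fermentable ethanol glycerol medium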
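Yeast fusion mutant, YPEG (non-fermentable carbon), compound, 48 h at 37C non-permissive; CellTiterGlo added, 10 min RT, luminescence read. Rescued growth = division inhibition.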
PTAP TSG101 blk = blocks PTAP/TSG101 interaction to inhibit HIV-1 budding. Fluorescence polarization, FITC-PTAP peptide / Tsg101 binding. AID 493005. 340,000 tested, under 10 active. Q99816. Potency, µM (series often up to 115 µM), for inactives: at the highest dose activity change, negative = inhibition, actives largely listed as inhibitors; active = well fitted inhibition curve with a large enough effect in the main read-out, with a control signal flat, not every such curve was filed as active; inconclusive = small, poorly fitted or top-dose-only effect, or effect the other way, or a change in a side signal; inactive = no such curve, though single readings can be large or run the other way; also: potency is read from the fitted curve at half-maximal effect; % of control where 0% means no effect
Target sequence (Q99816 whole entry, looked up): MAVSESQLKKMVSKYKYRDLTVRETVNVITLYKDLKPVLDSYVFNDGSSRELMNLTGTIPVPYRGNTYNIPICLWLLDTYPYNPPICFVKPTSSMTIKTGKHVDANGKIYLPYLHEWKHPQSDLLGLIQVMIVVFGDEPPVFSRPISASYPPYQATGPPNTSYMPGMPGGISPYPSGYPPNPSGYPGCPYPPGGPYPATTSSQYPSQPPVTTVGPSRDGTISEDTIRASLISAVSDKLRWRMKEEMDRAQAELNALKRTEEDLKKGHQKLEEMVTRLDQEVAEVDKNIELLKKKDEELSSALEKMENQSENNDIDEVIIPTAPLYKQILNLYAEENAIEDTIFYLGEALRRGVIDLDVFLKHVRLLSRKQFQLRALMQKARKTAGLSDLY
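Tsg101 binding domain (10 uM final) was mixed with compound and a FITC-labeled PTAP peptide (50 nM final) in HEPES pH 7.5 buffer with NaCl, Tween 20, EDTA and TCEP; fluorescence polarization was read after 20 min at r.t.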
TCR act = activates T cell receptor signaling; 330,000 tested, under 10 active; primary human leukocytes, anti-CD3, IL-2 HTRF, 48 h; Potency, µM (highest dose often 9.22 µM), for inactives: at the top dose activation of IL-2 secretion, hits mostly activators; AID 504894; also: % of control where 0% means no effect
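IL-2 produced over 48 hr by a-CD3 bead-stimulated primary human leukocytes exposed to compounds was detected with a homogeneous time-resolved FRET immunoassay, 665nm acceptor signal after 320nm excitation.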
uPA generation = blocks generation of uPA at the cell surface; Potency, µM (highest dose often 38.3 µM), without a hit: top-dose activity change, negative = inhibition, most hits filed as inhibitors; hit rate 0.31% among 330,000; AID 540303; cell surface uPA generation assay, qHTS; active = well fitted inhibition curve with a large enough effect; inconclusive = small, poorly fitted or top-dose-only effect; inactive = no such curve, though single readings can be large or run the other way; tested in mouse RAW 264.7 cells; also: potency is read from the fitted curve at half-maximal effect; % is scaled to controls: 0 for no effect and ±100 for the full control effect; nearly all actives have a fitted effect of over 55% in size
TSHR antag = antagonists of human thyroid stimulating hormone receptor | P16473 | TSHR-expressing cells, TSH-stimulated cAMP HTRF, 2 h; active compounds read low | activity change, negative = inhibition, % at 11.5 µM | hit rate 0.2% among 330,000;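 active = activity change below a set negative limit, meaning inhibition stronger than a set level, cut at about -70% in these data; inconclusive = activity change between two set negative limits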; also: % is scaled to controls: 0 for no effect and ±100 for the full control effect
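TSHR-expressing cells were treated with compounds, then stimulated with TSH at EC80 (4nM final) for 2 hours at 37 deg C. Cellular cAMP was measured by HTRF competition between lysate cAMP and cAMP-d2 for a cryptate-labelled anti-cAMP antibody.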
* hit, by the source's call; ? = inconclusive; . = no result given; [ ] = remark or other dose. Unless noted, calls follow the shape of the dose curve; as a rule, active = well fitted curve in the direction sought with a large enough effect; inconclusive = small, poorly fitted or top-dose-only effect, or another doubt; inactive = no such curve, though single readings can be large; an effect the other way counts as inactive or inconclusive.

SMILES | ELG1 repair inh | B2AR arrestin | Chronic BCR inh | USP2a block | Eya2 inh | Tb PFK inh | Mito fusion act | PTAP TSG101 blk | TCR act | uPA generation | TSHR antag
COc1ccc(N2C(=O)CSC2c2cccc(F)c2)cc1 (configuration not stated) | -22% | -0.4% | 0% | -1% | -4% | -22% | -36%[inhibitor] | -12% | -1% | 0% | 5
COc1cccc(NC(=O)C23CCC(C)(C(=O)O2)C3(C)C)c1 (configuration not stated) | 0% | 0.4% | 6% | 3% | -2% | -4% | 2% | -1% | 0% | 3% | 13
COC(=O)C1=C(C)Nc2nc3ccccc3n2C1c1cc(OC)c(OC)c(OC)c1 (configuration not stated) | ? | -0.2% | -17% | 0% | 7% | -10% | 6% | -1% | 0% | -5% | 0
CCCN(Cc1nnc(-c2cccs2)o1)C(=O)CN1C(=O)NC2(CCC(C)CC2)C1=O (configuration not stated) | ? | -1.4% | -5% | -1% | 20% | 1% | 2% | -8% | -12% | 13% | -2
COc1ccc(S(=O)(=O)N(CC(=O)NCc2cccnc2)c2ccc(F)cc2)cc1OC | ? | -0.6% | 1% | 3% | 0% | 9% | -2% | . | 2%[46.1 µM] | . | -2
CCOc1ccc(NS(=O)(=O)c2ccc3[nH]cc(C(=O)N(CC)CC)c(=O)c3c2)cc1 | ? | 0.5% | ? | 6% | -4% | 1% | 2% | -2% | 2% | 6% | 8
Cc1ccc(C(=O)OCC(=O)Nc2ccccc2)cc1S(=O)(=O)N1CCCCC1 | ? | -0.5% | -9% | 0% | 0% | 3% | 0% | -4% | 7% | 4% | 7
S=c1[nH]c2cc(Cl)ccc2s1 | 12% | 0.1% | ? | 2% | -2% | -11% | -1% | -6% | . | 0% | -5
Cc1ccc(OCC(=O)N2CCC3(CC2)CC(=O)c2ccccc2O3)cc1 | -18% | -0.3% | 5% | 0% | 3% | -2% | 3% | -5% | -1% | 2% | 1
CCC(CC)c1nnc(NC(=O)c2nn(C)c(=O)c3ccccc23)s1 | 10% | 0.4% | ? | 4% | -5% | -5% | 14% | . | . | . | -10
S=C(Cc1cccnc1)N1CCOCC1 | 15% | -3.1% | -1% | 0% | -2% | -6% | 0% | 0% | 4%[46.1 µM] | -5% | 9
Cc1ccc(C(=O)NC(=S)Nc2ccccc2C)cc1 | ? | 12% | ? | 2% | -13% | 1% | 6% | -2% | -4% | 2% | -1
COc1cccc(NC(=O)N2CCC(C(=O)Nc3ccc(C)cc3C)CC2)c1 | -8% | -0.2% | 0% | 3% | 34% | 1% | -2% | 0% | -2% | . | -11
c1csc(-c2cn3ccc4ccccc4c3n2)c1 | 16µM* | 0.1% | 1% | 1% | 1% | 4% | -4% | 23% | 0% | -14% | -14
O=C(COC(=O)C1=COCCO1)Nc1ccc(F)c(F)c1 | 7% | 0.0% | 1% | -1% | -25% | -9% | 3% | -10% | 2% | 4% | -7
Cc1oc(-c2ccc(F)cc2)nc1CN(Cc1ccccn1)CC1CCCO1 (configuration not stated) | -1% | -0.5% | ? | 12% | 5% | 0% | -3% | -4% | -69% | -5% | -17
COC(C(=O)NNC(=O)CCc1ccccc1)c1ccccc1 (configuration not stated) | -12% | 0.1% | 3% | 12% | 16% | -1% | -3% | 0% | -6% | 5% | -8
Cc1ccc(C(=O)NC(=S)NNC(=O)CC#N)cc1 | 7% | -0.1% | ? | 3% | 1% | -1% | -2% | -2% | 0% | 0% | -4
CN(C)/C=C1\Oc2ccc3ccccc3c2C1=O | ? | 0.2% | ? | 3% | -19% | -5% | 9% | -3% | 8% | -4% | -4
COC(=O)C1=C(C)NC(=O)CC1c1ccccc1F (configuration not stated) | -5% | 0.0% | 0% | -2% | -6% | 1% | 2% | -1% | 2% | 4% | -5
Cc1ccc(NC(=S)NC2CC3CCCC(C2)N3Cc2ccco2)cc1 (configuration not stated) | ? | -0.1% | 0% | -1% | -3% | -23% | -4% | -1% | 7% | . | 33
O=C1c2cccc3cccc(c23)C(=O)N1c1nncs1 | 2% | 0.0% | 1% | 5% | -14%[15.4 µM] | 1% | -13% | -3% | -2% | 4% | 4
O=C(O/N=C1/CCCc2occc21)c1ccccc1 | 30% | -1.5% | 5% | -2% | 8% | -11% | 0% | -3% | 2% | 10% | -1
COc1ccccc1-c1cc(C(=O)Nc2cc(C)n(Cc3ccc(Cl)cc3)n2)no1 | 10% | 0.0% | ? | 2% | -8% | 5% | -7% | 0% | -3% | . | -8
O=C(NCc1ccc2c(c1)CCO2)Nc1ccccc1 | ? | 0.1% | ? | 0% | -5% | 0% | 1% | -3% | -6% | -4% | 2
Cc1ccc(-n2c(SCC(=O)N3CCOCC3)nc(O)c(Cc3ccccc3)c2=O)cc1 | 6% | -0.4% | 0% | -1% | -24% | 3% | 1% | -6% | 2% | -3% | 18
O=C(NC(Cc1ccccc1)C(=O)O)/C(=C\c1ccc([N+](=O)[O-])cc1)NC(=O)c1ccco1 (configuration not stated) | 24% | 0.8% | 2% | 2% | 11% | 1% | 0% | -11% | 9% | -1% | -2
Cc1ccc(-c2nc3cccnc3o2)cc1NC(=O)COc1ccc(C(C)(C)C)cc1 | ? | -0.1% | ? | 8% | -19% | -1% | ? | 0% | 9% | -2% | -19
CN1CCN(S(=O)(=O)c2cccc(C(=O)NCc3ccc(Cl)cc3)c2)CC1 | ? | 0.1% | 4% | -3% | 14% | -14% | -1% | -3% | -5% | -3% | -3
Nc1cccc(S(=O)(=O)Nc2ccc(Br)cc2)c1 | ? | -0.8% | 14% | 5% | 3% | 1% | 3% | -6% | -5% | -5% | -4
COc1ccc2cc(C(=O)C3CCCN(C(=O)c4cccnc4)C3)ccc2c1 (configuration not stated) | 6% | 0.0% | -2% | 1% | 2% | -5% | 2% | -6% | -12% | 1% | -15
Cc1cccc(N2CCN(C(=O)c3ccc(Cl)c(S(=O)(=O)N4CCc5ccccc5C4)c3)CC2)c1C | ? | -0.1% | 3% | 2% | -4% | 0% | 6% | 1% | -4%[46.1 µM] | -12% | 9
CN(C(=O)COc1ccccc1)c1nnc(-c2cccnc2)s1 | 15% | -0.2% | ? | -2% | 23% | 5% | 3% | -1% | 5% | 1% | 17
COc1cccc(S(=O)(=O)NCc2ccc(C(=O)NCc3ccco3)cc2)c1 | 0% | 0.0% | -7% | 2% | 10% | 4% | -6% | -6% | 5% | . | 1
Cc1onc(-c2c(Cl)cccc2Cl)c1C(=O)N1CCN(c2ncccn2)CC1 | 11% | -0.8% | -8% | 1% | 5% | -4% | 6% | 0% | -3% | 11% | -8
O=C(COc1ccc(Cl)cc1)NCc1nnc(SCC(=O)N2CCCCC2)o1 | 0% | 2.2% | 1% | 1% | -34% | -9% | -6% | -4% | 2% | 1% | 9
O/N=C/c1cc2ccccc2n1Cc1ccccc1F | 2% | 0.3% | 0% | 1% | -3% | 0% | 2% | 1% | . | 0% | 3
S=C(NCc1cccs1)Nc1ccc(Br)cc1Cl | 6% | -0.1% | ? | 4% | ? | 6% | 17% | -2% | 1% | -13% | -14
CC(C)C[C@]1(c2ccccc2)ON(c2ccccc2C(F)(F)F)C1=O | ? | 0.1% | -3% | -2% | -10% | -4% | -7% | -4% | 2% | -14% | -12
Cc1ccc(-c2csc3nc4cc(C(=O)NC5CCC(O)CC5)ccc4c(=O)n23)cc1 (configuration not stated) | 29% | -0.2% | 0% | -9% | -5% | 1% | 0% | -1% | 7% | 12% | -6
CCCS(=O)(=O)N1CCC(C(=O)NCCCN(C)Cc2ccccc2)CC1 | 5% | -0.1% | 4% | 0% | -4% | -3% | -6% | -8% | -3% | -1% | -2
C(=C\c1nc(N2CCCCCC2)c2ccccc2n1)/c1ccccc1 | -3% | -0.9% | 23% | -1% | 0% | 0% | -3% | -2% | 5%[46.1 µM] | -8% | -35
CC(C)(CO)N=C1NS(=O)(=O)c2cc([N+](=O)[O-])ccc21 | 2% | -1.5% | 6% | 6% | 5% | 8% | 8% | 0% | 0%[46.1 µM] | -1% | -4

Rows are unselected. About 3% of those tested had a hit in this group.
